Assay outcomes (PubChem BioAssay)
14-3-3g Raf = modulators of human 14-3-3 gamma - Raf peptide interaction; P61981; AID 422; inhibition, % at 40 µM; actives 0.19% (n = 160,000); FP, 14-3-3gamma / TMR-pS259-Raf peptide binding; in the data active means inhibition above about 30%;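 further: 0% = protein plus tracer without compound and 100% = blank with tracer alone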
Target sequence (P61981 whole entry, looked up): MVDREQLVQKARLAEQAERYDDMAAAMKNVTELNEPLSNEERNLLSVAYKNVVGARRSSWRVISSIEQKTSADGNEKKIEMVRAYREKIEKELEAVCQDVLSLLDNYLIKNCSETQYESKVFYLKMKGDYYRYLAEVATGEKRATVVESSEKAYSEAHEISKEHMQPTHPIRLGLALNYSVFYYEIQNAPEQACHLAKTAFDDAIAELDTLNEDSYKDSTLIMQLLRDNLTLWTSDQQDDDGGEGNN
Starred values were filed as active, the others as inactive; & = joins results of further samples. Not all compounds are listed; rates above refer to the full screens.

SMILES	14-3-3g Raf
CC1CCCC(C)N1C(=O)COC(=O)c1ccc2c(c1)OCO2 (centres undefined)	6
COc1cccc(C2=CC(c3ccc(OC)c(OC)c3)NC(=S)N2)c1 (centres undefined)	4
COC(=O)C1=CN(C2CC2)C=C(C(=O)OC)C1c1cc(Br)c(OC)c(OC)c1	3
N#Cc1c(N)nc2c(c1-c1ccncc1)CCCCC2	6
COc1ccc(N2C(=O)c3ccccc3NC23CCCCC3)cc1	4
CC1C2NC(=S)N(c3ccccc3)C1(C)Oc1ccccc12 (centres undefined)	3
Cc1ccc(C)c(N2C(=O)c3cc(N4CCOCC4)c([N+](=O)[O-])cc3C2=O)c1	-6
CC1Oc2ccccc2N(CC(=O)NCc2cccs2)C1=O (centres undefined)	-7
Cc1cc(C(=O)CSc2nc(N)cc(N)n2)c(C)n1CCc1ccc(F)cc1	-4
Cc1ccc(C(=O)Nc2ccc(Br)cn2)cc1C	1
COC(=O)/C=C1\NCCSC1=O	-3
CC(C(=O)Nc1ccccc1Br)N1C(=O)c2ccccc2C1=O (centres undefined)	-2
O=C(Nc1nc2c(s1)CCCC2)Oc1ccccc1	1
Cc1cccc(NC(=O)CCC2=NS(=O)(=O)c3ccccc3N2)c1	-8
CC1CCN(CC(=O)N2CCCc3c2c(=O)oc2ccc(OCc4ccccc4)cc32)CC1	4
Cc1cccc(OCCNc2ccc(C(F)(F)F)cc2[N+](=O)[O-])c1	7
CCOc1ccc(-n2nc3ccc(NC(=O)COc4ccc(C)c(C)c4)cc3n2)cc1	-30
CC(=O)NC(c1ccc(N(C)C)cc1)c1cc(Cl)c2cccnc2c1O (centres undefined)	3
COc1cccc(C(=O)Nc2ccc(-n3nncc3-c3ccc(Br)cc3)cc2)c1OC	-1
O=C(CSc1nccn1-c1ccc(Cl)cc1)Nc1cc(C(F)(F)F)ccc1Cl	-3
Cc1cccc(OCc2nnc(SCn3nnc4ccccc4c3=O)o2)c1	0
CC1CCCC(NC(=O)c2ccc3c(=O)n(Cc4ccco4)c(=S)[nH]c3c2)C1C (centres undefined)	-31
CC(=O)N1CCc2cc(Br)cc(S(=O)(=O)N3CCC(C(=O)NCc4ccccc4)CC3)c21	-33
CC(=O)c1ccc(N2C(=O)c3ccccc3C2=O)cc1	4
CCOc1ccc(NC(=O)c2cnc(Nc3ccccc3OC)c3ccccc23)cc1	-11
Cc1c(Cc2ccccc2)c(=O)oc2cc3occ(-c4ccccc4)c3cc12	-7
Cc1cc(-n2c(=O)c(C#N)cc3c(=O)n4ccccc4nc32)no1	-10
Cc1c(C)c2ccc(OC(C)C(=O)O)c(C)c2oc1=O (centres undefined)	2
O=C(CSc1ncnc2sc3c(c12)CCCC3)Nc1ccccc1Cl	-5
Cn1ccnc1SCC(=O)N1c2ccccc2CCc2ccccc21	-4
O=C(Nc1nccs1)c1ccc2nccnc2c1	-26
COc1ccccc1NC(=O)c1sc2nc(C)c(C(=O)Nc3ccc(C)cc3C)c(-c3ccco3)c2c1N	-10
CCOc1cccc(C2C(C(=O)OC)=C(C)N(C)C(C)=C2C(=O)OC)c1	5
O=C(c1ccc2c(=O)n(Cc3ccco3)c(=S)[nH]c2c1)N1CCN(c2ccccc2)CC1	-5&-5
CCOc1ccccc1C(=O)Nc1cc(Cl)ccc1O	-4
COc1cc(NC(=O)c2noc3c2CC(C(C)(C)C)CC3)cc(OC)c1OC (centres undefined)	1

A second format for 2 compounds above.
molecule | 14-3-3g Raf
Cc1c(Cc2ccccc2)c(=O)oc2cc3occ(-c4ccccc4)c3cc12 | -7
Cc1cc(-n2c(=O)c(C#N)cc3c(=O)n4ccccc4nc32)no1 | -10

The list goes on.
SMILES	14-3-3g Raf
O=C(CNS(=O)(=O)c1cccc2nonc12)N1CCN(c2ccc(F)cc2)CC1	0
CCOC(=O)c1c(C)nc2cc(C(=O)Nc3ccc(C)c(C)c3)nn2c1C	-38
Cc1ccc(C2CC(C(F)(F)F)n3ncc(C(=O)Nc4cccc(C)c4C)c3N2)cc1 (centres undefined)	5
Cc1cccc(N=c2oc3cc(O)ccc3cc2C(N)=O)c1	-27&-31
O=C(O)CCN1C(=O)NC2NC(=O)NC21 (centres undefined)	1
S=c1nc(-c2cccc(Cl)c2)[nH][nH]1	-2
CC12CC(NC(=O)N1c1ccc(F)cc1)c1cc([N+](=O)[O-])ccc1O2 (centres undefined)	6
Nc1nc(-c2ccco2)nn1C(=O)c1cccnc1	-6
CCOC(=O)C(C)Oc1ccccc1C1NC(=O)NC(C)=C1C(=O)Nc1ccc(C)c(C)c1 (centres undefined)	7
C=CCc1cccc(/C=N/c2ncn[nH]2)c1O	-2
O=C(CN(Cc1ccc(Br)cc1)S(=O)(=O)c1ccccc1)NC1CC1	-6
CCOC(=O)c1cnc2c(-c3cccc(Br)c3)cnn2c1C	-7
Cc1cccc(N2C(=O)C3CCCN3C2=S)c1 (centres undefined)	3
Cc1cccc(C)c1NC(=O)CS(=O)(=O)c1nc(-c2ccccc2)cn1-c1cccc(Cl)c1	-2
CC12C(=O)N(c3ccccc3C(=O)O)C(=O)C1C1C=CC2C1 (centres undefined)	-1
Cc1ccc(CNC(=O)c2ccc(CNS(=O)(=O)c3c(C)cc(C)cc3C)cc2)cc1	3
O=C(CSc1nnc(-c2ccccc2)n1Cc1ccccc1)NCc1ccco1	2
O=C(Nc1ccc(Oc2ccccc2)cc1)c1n[nH]c(=O)c2ccccc12	-5
CCOc1cc2[nH]c(=S)n(Cc3ccccc3OC)c(=O)c2cc1OCC	-1
COc1cc(C)nc(Oc2ccc(=O)n(C)n2)n1	4
COc1ccc(C2=CC(c3sccc3C)n3nnnc3N2)cc1 (centres undefined)	-10&-26
Cc1ccc2nc(-c3cc4cc(Cl)ccc4oc3=O)cn2c1	-12
N#Cc1c2c(c(N3CCCCCC3)n3c1nc1ccccc13)CCC2	-15
O=C(NCc1ccco1)c1ccc(Cn2c(=O)[nH]c3ccccc3c2=O)cc1	-2
Cc1c(OCc2nn[nH]n2)ccc2c(-c3ccccc3)cc(=O)oc12	-15
CCc1cccc(CC)c1NC(=O)C(=O)NCCC(C)C	1
CC(=O)Nc1ccc(N=Cc2c(C)c(Cl)c(C)c([N+](=O)[O-])c2O)cc1	23
CCCN(CCC)C(=O)C1C2C=CC(C2)C1C(=O)O (centres undefined)	2
Cc1ccc(N2C(=O)N(c3ccccc3)C3CS(=O)(=O)CC32)cc1 (centres undefined)	-5
CCSc1nnc(N(CCC(=O)O)CCC(=O)O)s1	2
CCOc1ccc(-n2c(=O)c3c(C)c(C(=O)N(C)C)sc3n(CC(=O)Nc3ccccc3F)c2=O)cc1	12
O=C(c1ccc2c(=O)n(Cc3cccc(Br)c3)c(=S)[nH]c2c1)N1CCOCC1	-5
CCOc1ccccc1N1C(=O)C2NN=C(C(=O)OC)C2C1=O (centres undefined)	-4
CC(=O)Oc1ccc(C2C(C(=O)OC(C)C)=C(C)N=C3SCCC(=O)N32)cc1 (centres undefined)	-1
CCOc1ccc(N(CC(=O)Nc2ccc(OC)cc2)S(C)(=O)=O)cc1	-1
O=C1Nc2ccccc2Oc2ccc(N=Cc3ccc([N+](=O)[O-])cc3)cc21	-5

Copied from above for reference:
SMILES	14-3-3g Raf
CCOc1cc2[nH]c(=S)n(Cc3ccccc3OC)c(=O)c2cc1OCC	-1
COc1cc(C)nc(Oc2ccc(=O)n(C)n2)n1	4
COc1ccc(C2=CC(c3sccc3C)n3nnnc3N2)cc1 (centres undefined)	-10&-26
Cc1ccc2nc(-c3cc4cc(Cl)ccc4oc3=O)cn2c1	-12
N#Cc1c2c(c(N3CCCCCC3)n3c1nc1ccccc13)CCC2	-15
O=C(NCc1ccco1)c1ccc(Cn2c(=O)[nH]c3ccccc3c2=O)cc1	-2
Cc1c(OCc2nn[nH]n2)ccc2c(-c3ccccc3)cc(=O)oc12	-15
CCc1cccc(CC)c1NC(=O)C(=O)NCCC(C)C	1
CC(=O)Nc1ccc(N=Cc2c(C)c(Cl)c(C)c([N+](=O)[O-])c2O)cc1	23
CCCN(CCC)C(=O)C1C2C=CC(C2)C1C(=O)O (centres undefined)	2
Cc1ccc(N2C(=O)N(c3ccccc3)C3CS(=O)(=O)CC32)cc1 (centres undefined)	-5
CCSc1nnc(N(CCC(=O)O)CCC(=O)O)s1	2
CCOc1ccc(-n2c(=O)c3c(C)c(C(=O)N(C)C)sc3n(CC(=O)Nc3ccccc3F)c2=O)cc1	12
O=C(c1ccc2c(=O)n(Cc3cccc(Br)c3)c(=S)[nH]c2c1)N1CCOCC1	-5
CCOc1ccccc1N1C(=O)C2NN=C(C(=O)OC)C2C1=O (centres undefined)	-4
CC(=O)Oc1ccc(C2C(C(=O)OC(C)C)=C(C)N=C3SCCC(=O)N32)cc1 (centres undefined)	-1
CCOc1ccc(N(CC(=O)Nc2ccc(OC)cc2)S(C)(=O)=O)cc1	-1
O=C1Nc2ccccc2Oc2ccc(N=Cc3ccc([N+](=O)[O-])cc3)cc21	-5

Going on with the list:
SMILES	14-3-3g Raf
Cc1ccc(Cl)cc1N1CCN(C(=O)CC2Nc3c4ccccc4nc(=S)n3C2=O)CC1 (centres undefined)	-81
CCOC(=O)C1=C(C)N=C2SC(C)C(=O)N2C1c1ccccc1Cl (centres undefined)	-12
CCOC(=O)c1c(N=Cc2ccc([N+](=O)[O-])cc2)sc(C)c1C	-6
O=C(CSc1nc(-c2ccco2)cc(C(F)(F)F)n1)N1CCCc2ccccc21	3&-10
O=C(NC1CCCC1)c1ccc(Sc2ccc(Br)cc2)c([N+](=O)[O-])c1	4
COc1ccc(N=Cc2cc(C)ccc2O)cc1Cl	2
Cc1ccc(Nc2cc(=O)[nH]c(=O)[nH]2)cc1	-4
CCC(C)NS(=O)(=O)c1ccc(S(=O)(=O)Nc2cc3c(cc2C(C)=O)OCO3)cc1 (centres undefined)	-3
O=C(CCN1C(=O)c2ccccc2C1=O)N1CCN(c2ccccc2)CC1	1&-6
O=C(NCc1cccnc1)C1CC(=O)N(C2CCCCC2)C1 (centres undefined)	-7
COc1ccc(S(=O)(=O)NCc2ccc(C(=O)N(C)Cc3ccco3)cc2)cc1	11
O=C(O)c1cccnc1SC1CC(=O)N(c2ccc([N+](=O)[O-])cc2)C1=O (centres undefined)	-5
O=C(Cn1nnc(-c2ccc(N3CCOCC3)cc2)n1)OC1CCCCC1	0
COc1ccccc1N(C)CCNC(=O)c1sc2ncnc(N3CCOCC3)c2c1C	3
COc1ccc(NC(=O)C(c2ccccc2)N(C)C(=O)Cc2cccs2)cc1 (centres undefined)	-13
Cc1cccc(N2CCN(c3cccc(C)c3)C2c2cccnc2)c1	-3
O=c1c2sccc2nc(SCc2nc3ccccc3[nH]2)n1Cc1ccccc1F	-3
CCOc1ccc(N(C(C)C(=O)NCc2ccc(Cl)cc2)S(C)(=O)=O)cc1 (centres undefined)	-5
CCC(=O)N1c2ccccc2-c2nnc(SC)nc2OC1c1ccc(OC)c(OC)c1 (centres undefined)	-4
Cc1onc(-c2ccccc2Cl)c1C(=O)Nc1sc(C)c(C)c1C(=O)OC(C)C	-1
Cn1c(O)c(C=Nc2ccc(Cc3ccncc3)cc2)c(=O)n(C)c1=O	-2
c1ccc2sc(Cc3nnc4n3CCCCC4)nc2c1	0
CCOC(=O)N1CCN(C(=O)c2ccc(N(C)S(C)(=O)=O)cc2)CC1	2
C=COC(=O)CSc1nc(-c2cccs2)ccc1C#N	-17
CC(=O)OC1=C(C#N)Cn2ccc3cccc1c32	10
Cc1ccc2nc(SCCOc3ccc(C(C)(C)C)cc3)[nH]c2c1	-15
Cc1cccc(OCCn2c(=N)n(CC(N)=O)c3ccccc32)c1	15
O=[N+]([O-])c1ccc2oc(-c3ccc(Br)cc3)nc2c1	-20
Clc1cccc(Cc2cn3cc(-c4ccccc4)nc3s2)c1	-20
CN(Cc1cccs1)CC(O)COCc1ccco1 (centres undefined)	-8
C=CCn1c(-c2nonc2NC(=O)CC)nc2ccccc21	-27
CCOc1ccc(C(=O)NCc2ccccn2)cc1	-1
CCCNS(=O)(=O)c1ccc(OCC(=O)NCc2ccc3c(c2)OCO3)cc1	-8
CC1=C(C(=O)OCc2ccccc2)C(c2sccc2C)NC(=S)N1 (centres undefined)	-6
O=C1CC(c2cccc(OCc3ccccc3)c2)c2cc3c(cc2N1)OCCO3 (centres undefined)	-18
CCOC(=O)C1=C(C)Nc2nc(SCc3ccccc3)nn2C1c1cccs1 (centres undefined)	2
CC1CCN(C(=O)CSc2nc3c([nH]c4ccccc43)c(=O)n2-c2ccc(F)cc2)CC1	-1
Cc1ccc2cc3cc(C(=O)NC4CC4)sc3nc2c1	-13
O=C(Nc1cccc2ccccc12)N1CCN2CCCC2C1 (centres undefined)	-3
CC(=O)N1CCc2cc(S(=O)(=O)NC(C(=O)NCC3COc4ccccc4O3)C(C)C)ccc21 (centres undefined)	0
O=c1oc(Cl)c(Cl)c2ccccc12	-10
CCc1ccc(NC(=O)c2cc(S(=O)(=O)N3CCCCC3)ccc2F)cc1	-1
Cc1cc(-n2c(C)cc(C(=O)CN3C(=O)NC4(CCCCCC4)C3=O)c2C)no1	-10
O=C(CS(=O)(=O)c1cn(Cc2ccccc2Cl)c2ccccc12)Nc1ccc2c(c1)OCCO2	-14
Cc1sc(NC(=O)CSc2nnc3scc(-c4ccccc4)n23)c(C#N)c1C	-9
Nc1ccc2oc(-c3ccc(-c4nc5ccc(N)cc5[nH]4)cc3)nc2c1	-20
Cn1c(=O)c2c(nc(SCCC(=O)O)n2Cc2ccc(Cl)cc2)n(C)c1=O	-2
O=C(Nc1sc2c(c1C(=O)Nc1ccc(Br)cc1)CCC2)c1ccco1	-107
COc1ccc(-n2c(=O)[nH]cc(C(=O)N3CCCc4ccccc43)c2=O)cc1	-2
COc1ccc(OCC(=O)Nc2ccc(S(=O)(=O)N3CCOCC3)cc2)cc1	-1
Cc1ccc(SC(C)C(=O)NCC(C)C)cc1 (centres undefined)	-4
O=C(NCCN1CCOCC1)c1cnccn1	0
CCOc1ccccc1Nc1nc(-c2sc(NC(=O)CC)nc2C)cs1	-16
O=S(=O)(c1ccc(C2CCCCC2)cc1)N1CCCC1	-13
CCCS(=O)(=O)N1CCN(Cc2cc(OC)c(OC)cc2OC)CC1	-2
Cc1nc2ccccc2n1CC(O)COc1ccc(C2C=CCC2)cc1 (centres undefined)	-16
COC(=O)C1=C(N)OC2=C(C(=O)CCC2)C1c1ccc(Br)cc1 (centres undefined)	-1
Cc1ccc(NC(=O)c2cc(S(=O)(=O)N(C)Cc3ccccc3)ccc2F)cc1Cl	-13
Cc1noc(C)c1COC(=O)CCc1ccc(S(=O)(=O)N2CCCCC2)cc1	-13
Cc1cccn2c(NC3CCCCC3)c(-c3cccnc3)nc12	-14
